Assay outcomes from PubChem BioAssay.
CAL PDZ FP-1 = blocks peptide binding to the human CAL PDZ domain | actives 0.92% (n = 300,000) | purified CAL PDZ, TMR-peptide fluorescence polarization, 1 h | Q9HD26 | AID 602252 | inhibition, % at 24.9 µM;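 active = mean inhibition of at least 30% with at least half of replicates also reaching 30%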;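 also: 0% = DMSO neutral control and 100% = excess unlabeled competitor peptide PRC23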
CDK5 p35 inh = inhibitors of human CDK5/p35 kinase | Recombinant CDK5/p35, ADP-Glo luminescence, 60 min | Q00535+Q15078 | AID 488839 | inhibition, % at 10 µM | actives 0.01% (n = 330,000);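 active = highest replicate inhibition of at least 50% and at least 75% of replicates reaching 50%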;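 also: plate controls were DMSO neutral control for no effect and GW8510 at 10 µM for full effect; many of its hits are not listed in these tables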
Target sequence (Q00535 whole entry, looked up): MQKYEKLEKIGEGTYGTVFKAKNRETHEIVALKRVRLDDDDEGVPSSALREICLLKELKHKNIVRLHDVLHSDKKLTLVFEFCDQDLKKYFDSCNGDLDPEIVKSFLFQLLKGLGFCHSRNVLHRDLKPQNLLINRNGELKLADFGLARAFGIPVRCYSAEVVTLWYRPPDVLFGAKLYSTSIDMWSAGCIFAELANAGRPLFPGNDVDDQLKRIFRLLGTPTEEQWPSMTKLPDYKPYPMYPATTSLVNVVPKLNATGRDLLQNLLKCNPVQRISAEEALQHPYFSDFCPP
Target sequence (Q15078 whole entry, looked up): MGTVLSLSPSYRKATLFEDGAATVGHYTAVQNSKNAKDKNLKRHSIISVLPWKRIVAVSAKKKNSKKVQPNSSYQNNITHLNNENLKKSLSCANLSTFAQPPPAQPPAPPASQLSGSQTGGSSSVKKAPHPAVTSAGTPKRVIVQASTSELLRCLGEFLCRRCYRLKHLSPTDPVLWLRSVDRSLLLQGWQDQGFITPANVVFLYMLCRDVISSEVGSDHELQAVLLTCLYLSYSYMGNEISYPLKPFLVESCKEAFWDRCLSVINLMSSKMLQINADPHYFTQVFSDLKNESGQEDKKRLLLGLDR
V-ATPase pH = regulators of yeast V-ATPase proton transport; S. cerevisiae, pHLuorin cytosolic pH fluorescence; actives 0.37% (n = 350,000); response, % at 10 µM; in the data active = response mostly above about 7.3%, no sharp cut-off; inactive = mostly below about 5.4%; also: actives read high; inactives centre near 0; some compounds called inactive have numbers as strong as hits; reference of the scale not given here
cardiac RTF act = cardiac RTF calcium sensitization; AID 493008; IANBD-labeled TnC RTF fluorescence at EC20 calcium; 0% EC20 calcium, 100% full calcium; activation, % at 7.2 µM; P19429+P45379; actives 0.24% (n = 340,000);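 active = activation above the mean over all tested compounds plus 3 SD, cut at about 30% in these data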;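 also: rise in fluorescence read as greater calcium sensitivity of cardiac thin filaments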
MITF act = MITF TRPM1 promoter activation in melanoma cells; SK-MEL-5 TRPM1-promoter luciferase, 24 h; % of positive control, neutral wells = 0; activation, % at 12.5 µM; actives 0.75% (n = 300,000);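 active = mean activation of at least 80% with every replicate also reaching 80%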;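 also: 0% = neutral control wells and 100% = parthenolide positive control wells; values of inactives mirror those of a sister screen read the other way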
Wnt bcat act = activates Wnt/beta-catenin signaling in a reporter cell assay. activator, plate reader. activation, % at 9.35 µM. actives 1.2% (n = 300,000). AID 743398; in the data active = activation above about 30%, passing the limit was not always enough;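 also: 0% = neutral control wells and 100% = positive control wells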
dFosB activator = activators of mouse delta FosB homodimer; activation, % at 25 µM; P13346; purified delta FosB, TAMRA-CDK5 oligo fluorescence polarization; percent of positive-control signal above neutral wells; actives 0.99% (n = 340,000);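 active = mean activation above about 17%, with every replicate also reaching it, limit read from the data, passing the limit was not always enough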;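 also: fluorescence polarization rise as delta FosB binds a TAMRA Cdk5 AP-1 oligo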
Target sequence (P13346 whole entry, looked up): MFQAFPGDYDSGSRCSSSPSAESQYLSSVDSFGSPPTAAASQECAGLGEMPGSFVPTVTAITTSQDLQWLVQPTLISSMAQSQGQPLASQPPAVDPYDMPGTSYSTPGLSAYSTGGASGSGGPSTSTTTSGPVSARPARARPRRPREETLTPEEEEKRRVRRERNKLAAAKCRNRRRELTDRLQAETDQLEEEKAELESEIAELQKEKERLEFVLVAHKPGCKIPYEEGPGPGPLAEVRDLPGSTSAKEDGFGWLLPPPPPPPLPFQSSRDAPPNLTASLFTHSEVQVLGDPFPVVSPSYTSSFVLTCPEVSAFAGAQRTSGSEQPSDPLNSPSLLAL
CAL PDZ FP-2 = human CAL PDZ-peptide interaction inhibition. purified CAL PDZ, TMR-peptide fluorescence polarization, 1 h. inhibition, % at 20 µM. actives 0.02% (n = 330,000). AID 504414;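 active = highest replicate inhibition of at least 40%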;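 also: plate controls were DMSO neutral control wells for no effect and unlabeled competitor peptide control wells for full effect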
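Material: tagged CAL PDZ domain; buffer or medium: 25 mM sodium phosphate pH 7.4, 150 mM NaCl, TCEP, IgG, Thesit; compound dosing: single point, 20 µM; schedule: 1 h incubation at room temperature before polarization reading; measured by: FP readout, S and P plane fluorescence; read-out basis: percent inhibition from loss of millipolarization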
Rtt109 Vps75 = C. albicans Rtt109 histone acetyltransferase inhibition; purified Rtt109/Vps75, ThioGlo CoA-SH fluorescence, 4 h; inhibition, % at 34.9 µM; actives 0.16% (n = 330,000); AID 540336;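 active = inhibition of at least 50% in every replicate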
Tat transport = inhibitors of E. coli Tat protein transport; E. coli MC4100 TorA-mCherry Tat export, fluorescence; inhibition, % at 10 µM; actives 0.036% (n = 340,000);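 active = mean replicate inhibition at least 50% and at least half of replicates individually reaching 50%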;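 also: exported cargo escapes ClpAP degradation while cytoplasmic cargo is degraded and loses fluorescence; 0% = median of neutral control wells and 100% = median of NaSCN control wells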
* marks the source's active call; other numbers are inactive results.

`O=c1[nH]c(CSc2nnc3ccccn23)nc2ccccc12` gave CAL PDZ FP-1 -6, CDK5 p35 inh -1.1, V-ATPase pH -11, cardiac RTF act 5, MITF act -11, dFosB activator -1, CAL PDZ FP-2 -1.8, Rtt109 Vps75 -1 and Tat transport -2.
Screening COc1ccc(C2C(C(=O)N3CCCCC3)c3ccccc3C(=O)N2C)cc1 (stereo not given) returned CAL PDZ FP-1 2, CDK5 p35 inh -1.2, V-ATPase pH 2, cardiac RTF act 3, Wnt bcat act 0, dFosB activator -2, Rtt109 Vps75 -8 and Tat transport -2.
`CC(C)(C)C(=O)NC(=S)N1CCCC1` gave CAL PDZ FP-1 -3, CDK5 p35 inh -1.4, V-ATPase pH 3, cardiac RTF act -2, MITF act 9, dFosB activator -7, CAL PDZ FP-2 -3.2, Rtt109 Vps75 -8 and Tat transport 3.
`Cc1nn(CC(=O)Nc2ccc3c(c2)OCO3)c(C)c1[N+](=O)[O-]` gave CDK5 p35 inh 0.5, V-ATPase pH -4, cardiac RTF act 3, MITF act 5, Wnt bcat act -2, dFosB activator 1, CAL PDZ FP-2 -0.5, Rtt109 Vps75 -7 and Tat transport -2.
For Cc1ccc(/C=C/C(=O)NCCc2cccc(Cl)c2)o1 the results were CAL PDZ FP-1 -5, CDK5 p35 inh -0.1, V-ATPase pH 1, cardiac RTF act -3, Wnt bcat act 1, dFosB activator -15, CAL PDZ FP-2 0.0, Rtt109 Vps75 -5 and Tat transport 5.
COc1cc(NC(=O)C2CCN(S(=O)(=O)c3cccc4nonc34)CC2)cc(OC)c1 was read as CDK5 p35 inh 0.3, V-ATPase pH 6, cardiac RTF act -6, Wnt bcat act -1, dFosB activator -1, CAL PDZ FP-2 -1.0, Rtt109 Vps75 -3 and Tat transport -6.
O=C(CCN1C(=O)/C(=C/c2ccccc2F)SC1=S)NCCCN1CCOCC1 was read as CAL PDZ FP-1 -7, CDK5 p35 inh -0.3, V-ATPase pH -2, cardiac RTF act -1, MITF act -2, Wnt bcat act -4, dFosB activator 6, CAL PDZ FP-2 -3.5, Rtt109 Vps75 4 and Tat transport -5.
CCOC(=O)c1[nH]c2c(c1-c1ccc(OC)cc1)C(=O)CC(c1ccc(OC)c(OC)c1)C2 (stereo not given) was read as CDK5 p35 inh -2.9, V-ATPase pH -2, cardiac RTF act 13, MITF act 7, Wnt bcat act 0, dFosB activator 9, CAL PDZ FP-2 -2.9, Rtt109 Vps75 -5 and Tat transport 3.
`O=C(NN=Cc1ccc2c(c1)OCO2)c1ccncc1` gave CAL PDZ FP-1 -3, CDK5 p35 inh 0.7, V-ATPase pH -3, cardiac RTF act -2, MITF act -4, Wnt bcat act -5, dFosB activator 3, CAL PDZ FP-2 12, Rtt109 Vps75 0 and Tat transport -13.
Cc1ccc([N+](=O)[O-])cc1S(=O)(=O)Nc1ccc(C(=O)N2CCN(C(=O)c3ccco3)CC2)cc1 was read as CDK5 p35 inh -0.2, V-ATPase pH -6, cardiac RTF act -1, MITF act 6, Wnt bcat act -3, dFosB activator -8, CAL PDZ FP-2 -1.2, Rtt109 Vps75 11 and Tat transport 3.

In the list so far, these have a halogen.
For Cc1ccc(/C=C/C(=O)NCCc2cccc(Cl)c2)o1 the results were CAL PDZ FP-1 -5, CDK5 p35 inh -0.1, V-ATPase pH 1, cardiac RTF act -3, Wnt bcat act 1, dFosB activator -15, CAL PDZ FP-2 0.0, Rtt109 Vps75 -5 and Tat transport 5.
O=C(CCN1C(=O)/C(=C/c2ccccc2F)SC1=S)NCCCN1CCOCC1 was read as CAL PDZ FP-1 -7, CDK5 p35 inh -0.3, V-ATPase pH -2, cardiac RTF act -1, MITF act -2, Wnt bcat act -4, dFosB activator 6, CAL PDZ FP-2 -3.5, Rtt109 Vps75 4 and Tat transport -5.

(next part)
For NS(=O)(=O)c1ccc(NC(=O)COC(=O)C2CCCCC2)cc1 the results were CAL PDZ FP-1 1, CDK5 p35 inh -1.6, V-ATPase pH 1, cardiac RTF act -8, MITF act 8, Wnt bcat act -10, dFosB activator -1, CAL PDZ FP-2 -3.0 and Tat transport 1.
For CCN(C(=O)CSc1nnnn1C)c1c(N)n(Cc2ccccc2)c(=O)[nH]c1=O the results were CAL PDZ FP-1 -2, CDK5 p35 inh 0.9, V-ATPase pH -4, cardiac RTF act -3, MITF act -11, Wnt bcat act 0, dFosB activator -5, CAL PDZ FP-2 0.5, Rtt109 Vps75 5 and Tat transport -1.
`Oc1[nH]c2ccccc2c1C=NCC1CCCO1` (stereo not given) gave CAL PDZ FP-1 -2, CDK5 p35 inh 0.9, V-ATPase pH 1, cardiac RTF act 5, MITF act -10, Wnt bcat act 1, dFosB activator 9, CAL PDZ FP-2 -0.2, Rtt109 Vps75 2 and Tat transport -4.
Cc1oc(-c2ccc(Cl)cc2)nc1CN1CCC(C(=O)NCCCN2CCCC(C)C2)CC1 (stereo not given) was read as CDK5 p35 inh 2.2, V-ATPase pH -3, cardiac RTF act 0, MITF act -95, Wnt bcat act 0, dFosB activator -8, CAL PDZ FP-2 -1.2, Rtt109 Vps75 -1 and Tat transport -10.
`COc1cccc(NC(=O)N2CCC(C(N)=O)(N3CCCCC3)CC2)c1` gave CAL PDZ FP-1 1, CDK5 p35 inh 1.0, V-ATPase pH 2, cardiac RTF act 5, MITF act -1, dFosB activator -5, CAL PDZ FP-2 -0.6, Rtt109 Vps75 -5 and Tat transport -12.
`CN(CC(=O)NC1CCCCCC1)S(=O)(=O)c1ccc(F)cc1` gave CAL PDZ FP-1 1, CDK5 p35 inh 2.0, V-ATPase pH -2, cardiac RTF act 1, MITF act 11, Wnt bcat act 0, dFosB activator -3, CAL PDZ FP-2 -2.7, Rtt109 Vps75 -5 and Tat transport -3.
`COc1ccccc1C(=O)NCC(=O)N/N=C/c1cn[nH]c1-c1ccccc1` gave CAL PDZ FP-1 4, CDK5 p35 inh -0.3, V-ATPase pH -2, cardiac RTF act -7, MITF act 0, Wnt bcat act -2, dFosB activator -19, CAL PDZ FP-2 -2.4, Rtt109 Vps75 -2 and Tat transport -3.
Screening Cn1c(CC(=O)NNC(=O)c2ccc(Cl)nc2)nc2ccccc21 returned CAL PDZ FP-1 -4, CDK5 p35 inh -1.2, V-ATPase pH 0, cardiac RTF act 3, MITF act 11, Wnt bcat act -1, dFosB activator 1, CAL PDZ FP-2 0.7, Rtt109 Vps75 0 and Tat transport -5.
For COc1ccccc1-n1c(SCC(=O)N(C)C2CCS(=O)(=O)C2)nc2ccccc2c1=O (stereo not given) the results were CAL PDZ FP-1 -2, CDK5 p35 inh -0.4, V-ATPase pH -1, cardiac RTF act 8, Wnt bcat act -4, dFosB activator -3, CAL PDZ FP-2 -3.1 and Tat transport -3.
COc1ccc(C2Nc3ccccc3C(=O)N2c2ccc(C)cc2)cc1Cn1nnc2ccccc21 (stereo not given) was read as CAL PDZ FP-1 -1, CDK5 p35 inh 0.6, V-ATPase pH -4, cardiac RTF act -5, MITF act 98*, Wnt bcat act 14, dFosB activator -4, CAL PDZ FP-2 -2.4 and Tat transport 0.
CSc1ccc(CNC(=O)Cn2nc(C)c3c(C)n(-c4ccc(C)cc4)nc3c2=O)cc1 was read as CAL PDZ FP-1 0, CDK5 p35 inh 1.2, V-ATPase pH -1, cardiac RTF act 1, MITF act -21, Wnt bcat act 1, dFosB activator -1, CAL PDZ FP-2 -2.8, Rtt109 Vps75 30 and Tat transport 1.
For C=CC(C)N1C(=O)S/C(=C\c2ccc(N3CCOCC3)cc2C)C1=O (stereo not given) the results were CAL PDZ FP-1 -4, CDK5 p35 inh -0.3, V-ATPase pH -2, cardiac RTF act 4, MITF act 44, Wnt bcat act 11, dFosB activator -10, CAL PDZ FP-2 -2.3, Rtt109 Vps75 15 and Tat transport 2.
CCOC(=O)c1cnc(-n2nc(C)cc2C)[nH]c1=O was read as CAL PDZ FP-1 0, CDK5 p35 inh 1.5, V-ATPase pH 4, cardiac RTF act 0, MITF act -4, Wnt bcat act 0, dFosB activator 1, CAL PDZ FP-2 -2.9, Rtt109 Vps75 17 and Tat transport 4.
Screening O=C(Nc1ccc(C(=O)N2CCOCC2)cc1)c1ccc([N+](=O)[O-])cc1 returned CAL PDZ FP-1 -9, CDK5 p35 inh 0.5, V-ATPase pH -4, cardiac RTF act -4, MITF act -8, Wnt bcat act -2, dFosB activator -4, CAL PDZ FP-2 -0.4, Rtt109 Vps75 -3 and Tat transport -3.
COCCNCC(=O)Nc1ccccc1Sc1ccccc1 was read as CAL PDZ FP-1 -1, CDK5 p35 inh -1.0, V-ATPase pH -1, cardiac RTF act 3, MITF act 4, Wnt bcat act -1, dFosB activator 0, CAL PDZ FP-2 -2.1, Rtt109 Vps75 -11 and Tat transport -8.
Screening O=C(NCCc1ccc(Cl)cc1)c1cnccn1 returned CAL PDZ FP-1 -3, CDK5 p35 inh -0.5, V-ATPase pH 6, cardiac RTF act -4, MITF act 2, Wnt bcat act -1, dFosB activator 2, CAL PDZ FP-2 -0.6, Rtt109 Vps75 -12 and Tat transport -3.
CCOC(=O)C1CCCN(CC(=O)Nc2nccs2)C1 (stereo not given) was read as CAL PDZ FP-1 0, CDK5 p35 inh -0.8, V-ATPase pH 3, cardiac RTF act 0, MITF act 5, Wnt bcat act -1, dFosB activator -1, CAL PDZ FP-2 -1.8, Rtt109 Vps75 1 and Tat transport -3.
For CCCCNC(=O)C(=O)N/N=C/c1ccc(OCc2ccccc2)cc1 the results were CAL PDZ FP-1 0, CDK5 p35 inh -2.7, V-ATPase pH 6, cardiac RTF act -2, MITF act -13, Wnt bcat act -1, dFosB activator -3, CAL PDZ FP-2 -2.3, Rtt109 Vps75 0 and Tat transport 2.
For O=C(O)C1=C[C@H](c2ccccc2)C[C@H](OCc2ccc(CO)cc2)O1 the results were CAL PDZ FP-1 -1, CDK5 p35 inh -6.5, V-ATPase pH 1, cardiac RTF act 16, MITF act -4, Wnt bcat act 2, dFosB activator -5, CAL PDZ FP-2 -0.9, Rtt109 Vps75 -1 and Tat transport 7.
Cc1cccc(NC(=O)CN(C)C(C)C(=O)Nc2ccc(S(=O)(=O)N3CCCC3)cc2)c1C (stereo not given) was read as CAL PDZ FP-1 1, CDK5 p35 inh -0.7, V-ATPase pH -8, cardiac RTF act -4, MITF act -14, Wnt bcat act -1, dFosB activator -7, CAL PDZ FP-2 -1.0, Rtt109 Vps75 12 and Tat transport -1.
Screening CC(=O)/C(=N/Nc1ccc(C)cc1)Sc1nnc(CCc2ccccc2)n1-c1ccccc1 returned CAL PDZ FP-1 0, CDK5 p35 inh 1.3, cardiac RTF act 0, MITF act 5, Wnt bcat act -5, dFosB activator -5, CAL PDZ FP-2 -1.1 and Tat transport -5.
